High-throughput results (PubChem BioAssay)
FEN1 inhibitor: inhibitors of human flap endonuclease 1 | Recombinant FEN1 flap cleavage, fluorescence, 15 min | AID 588795 | Potency, µM (series often up to 114 µM), for the others: top-dose activity change, negative = inhibition, usual class: inhibitors | actives 0.35% (n = 390,000) | P39748; further: nearly all actives have a fitted effect of over 65% in size
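Potency values derive from four-parameter Hill fits of normalized qHTS data. The reaction used 10 nM FEN1 preincubated 15 min at room temperature with compound, then 50 nM DNA substrate, read at 0 and 15 min.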
KAT2A inh: inhibitors of human GCN5L2 histone acetyltransferase | Q92830 | GCN5L2 HAT assay, ThioGlo1 CoA-SH fluorescence | Potency, µM (series often up to 58.9 µM), inactives show at the highest dose activity change, negative = inhibition, usual class: inhibitors | actives 0.21% (n = 390,000)
Target sequence (Q92830 whole entry, looked up): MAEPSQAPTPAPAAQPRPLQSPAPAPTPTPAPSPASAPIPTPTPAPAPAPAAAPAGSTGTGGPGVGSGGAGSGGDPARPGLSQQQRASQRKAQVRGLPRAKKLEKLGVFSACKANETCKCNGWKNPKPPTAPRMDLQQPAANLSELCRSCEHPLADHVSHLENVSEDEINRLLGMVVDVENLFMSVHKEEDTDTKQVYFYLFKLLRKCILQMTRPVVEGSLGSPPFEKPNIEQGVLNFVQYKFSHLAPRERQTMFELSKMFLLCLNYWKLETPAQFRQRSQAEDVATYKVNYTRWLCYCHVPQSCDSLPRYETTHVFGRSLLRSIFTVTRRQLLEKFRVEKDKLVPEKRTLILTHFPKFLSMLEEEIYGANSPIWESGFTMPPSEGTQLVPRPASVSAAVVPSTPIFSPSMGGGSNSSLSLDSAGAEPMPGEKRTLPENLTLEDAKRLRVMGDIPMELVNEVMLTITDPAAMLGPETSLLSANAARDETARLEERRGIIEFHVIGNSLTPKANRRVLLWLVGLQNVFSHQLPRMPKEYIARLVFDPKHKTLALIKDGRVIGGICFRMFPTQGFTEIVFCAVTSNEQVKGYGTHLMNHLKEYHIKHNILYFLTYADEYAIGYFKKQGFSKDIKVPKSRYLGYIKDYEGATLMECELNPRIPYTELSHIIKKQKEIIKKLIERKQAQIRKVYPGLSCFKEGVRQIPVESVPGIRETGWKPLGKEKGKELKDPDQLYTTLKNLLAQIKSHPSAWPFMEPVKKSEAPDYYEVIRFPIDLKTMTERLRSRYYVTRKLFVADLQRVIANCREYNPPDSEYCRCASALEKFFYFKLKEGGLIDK
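Free CoA generated was detected with ThioGlo1 (50uM) fluorescence at Ex340nm/Em540nm, read immediately and after 20 min at room temperature. Enzyme, 20 nM in HEPES pH 7.5 buffer, saw compounds 15 min before adding 75uM H3(1-25) peptide and 70uM acetyl-CoA.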
N370S GC mod: N370S glucocerebrosidase modulation, Gaucher chaperone candidate; P04062; N370S GC spleen homogenate, 4MU-glucoside fluorescence; Potency, µM (highest dose often 59.4 µM), inactives show at the top dose activity change, negative = inhibition, hits mostly inhibitors; actives 0.092% (n = 330,000);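 further: 0% = full enzyme activity and -100% = no enzyme basal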
Starred values were filed as active, the others as inactive; ? = inconclusive; nt = not tested or not shown; & = joins results of further samples; [ ] = remark or other dose. The call rests on the fitted dose curve; in most records, active means well fitted curve in the direction sought with a large enough effect; inconclusive means small, poorly fitted or top-dose-only effect, or another doubt; inactive means no such curve, though single readings can be large; an effect the other way counts as inactive or inconclusive. Unless noted, on the % scale 0 is the no-effect control and ±100 the full control effect; potency means the concentration at half of the fitted maximal effect.

No.	molecule	FEN1 inhibitor	KAT2A inh	N370S GC mod
1	COc1ccc(CCNC(=O)Cn2nc(C)n3nc(-c4ccccc4)cc3c2=O)cc1OC	-18%	-7%	17%
2	CCCC(=O)Nc1nc(CC(=O)OCC)cs1	-1%	-3%	6%
3	Cc1ccc(CNC(=O)c2nnc(Cc3cccc(F)c3)o2)cc1	-15%	-8%	nt
4	Cc1ccc(-c2c(C)n([O-])c3c([n+]2=O)CCCCC3)cc1	13%	3%	2%
5	Cc1ccc(S(=O)(=O)N=C2SCCCS2)cc1	11%	-3%	0%
6	COc1ccc(OC)c(NC(=O)CS(=O)(=O)Cc2nc(-c3ccccc3C)oc2C)c1	-17%	-3%	13%
7	CCOC(=O)N1CCN(C(=O)c2ccccc2NC(=O)c2ccc(C(C)(C)C)cc2)CC1	-7%	1%	-2%
8	CC(C)CCNC(=O)c1cc(-c2cccs2)nc2ccccc12	11%	3%	-13%
9	CCN1C(=O)[C@@H]2[C@@H](c3ccc(-c4ccccc4)cc3)N3CCCC[C@@]3(C(=O)OC)[C@@H]2C1=O	-14%	-6%	4%
10	COc1ccc(C2C(C#N)=C(/N=C/N3CCN(C)CC3)OC3=C2C(=O)CC(C)(C)C3)cc1OC (stereo not given)	-18%	-2%	-8%
11	CC1CCN(C(=O)CSc2nc3c(cnn3-c3ccc(Cl)cc3)c(=O)[nH]2)CC1	17%	-5%	0%
12	C=CCOc1ccc(/C=N/NC(=O)C(=O)Nc2ccccn2)cc1OC	-2%	-12%	-15%
13	Cc1nnc(SCC(=O)c2ccccc2)n1Cc1ccccc1	4%	-2%	1%
14	OCCC1CN(Cc2cccn2-c2ccccn2)CCN1C1CCCCC1 (stereo not given)	-1%	-14%	-10%
15	CC(C)CNC(=O)c1c(N)n(/N=C/c2cccnc2)c2nc3ccccc3nc12	nt	3%	2%
16	CCC(CC)c1nc(C#N)c(NCc2ccccc2)o1	4%	-2%	-18%
17	O=C(Cc1ccccc1)Nc1ccccc1C(=O)N1CCCCCC1	35%[activator]	0%	1%
18	CC1CCCC(NC(=O)c2ccc3c(c2)N(Cc2ccccc2)C(=O)CS3=O)C1C (stereo not given)	-5%	-7%	11%
19	CC(=O)Nc1ccc(-c2nnc(SCc3ccccc3C#N)n2C)cc1	-19%	-1%	-6%
20	COc1cccc(N2CC(C(=O)Nc3nnc(SCC(=O)N4CCCC4)s3)CC2=O)c1 (stereo not given)	5%	-10%	-4%
21	COc1cccc(CNC(=O)CCNC(=O)C2CCN(S(=O)(=O)c3ccc(F)cc3)CC2)c1	0%	-7%	-2%
22	COc1ccc(N2CCc3c(C)nc4c(OC)cccc4c32)cc1	-26%	-30%	?
23	Cc1ccc(N(CC(=O)N2CCN(c3cccc(Cl)c3)CC2)S(=O)(=O)c2c(C)noc2C)cc1	-14%	-7%	nt
24	COC(=O)c1nn(-c2cccc(Cl)c2)ccc1=O	13%	-7%	3%
25	Cc1ccc(Oc2nc(-c3ccccc3)ncc2S(=O)(=O)c2ccc(C)cc2)cc1	-2%	-14%	-19%
26	O=C(/C=C/c1cccc(Cl)c1)N1CCC(Cc2ccccc2)CC1	-6%	-5%	?
27	Cc1onc(-c2c(F)cccc2Cl)c1C(=O)N1CCCc2ccccc21	3%	-1%	-4%
28	N#Cc1ccc(C(=O)Nc2nnc(-c3ccco3)o2)cc1	1%	1%	0%
29	Cc1ccccc1N1CCN(c2ncnc3scc(-c4cccs4)c23)CC1	-11%	-1%	26%
30	O=C1NN(c2ccc(Br)cc2)C(=O)/C1=C\c1ccc(O)cc1O	-19%	-19%	?
31	CCOC(=O)C1(C)C=C(Nc2ccc(O)cc2)C(=O)N1c1ccc(O)cc1 (stereo not given)	-10%	-1%	7%
32	Cc1cc(C)c(C(=O)CSc2nnc(N)s2)c(C)c1	-14%	-7%	-4%
33	COc1ccc(-c2cc(C(=O)Nc3c(C)nn(Cc4ccc(Cl)cc4)c3C)no2)cc1	-13%	-13%	-4%
34	CC(=O)N(CC(C)(C)CC=C(C)C)c1ccccc1	nt	0%	3%
35	COc1ccccc1C(=O)N/N=C/c1ccc(Cl)s1	-2%	0%	15%
36	CCCNC(=O)/C=C/c1ccc(S(=O)(=O)Nc2ccccc2OC)cc1	-23%	-15%	-2%
37	CO	nt	-16%	0%
38	Cc1ccc(NC(=O)CN2C(=O)NC(C)(CC(C)C)C2=O)cc1F (stereo not given)	9%	-2%	nt
39	CC(=O)c1c(C)[nH]c(C(=O)CSc2nnc(-c3cccs3)n2Cc2ccccc2)c1C	-17%	-1%	7%
40	COc1ccc(C)cc1N(C(=O)c1ccccc1)c1nc2ccccc2s1	-12%	-4%	17%
41	COc1ccc(-n2cc(-c3ccc(Cl)cc3)[nH]c2=S)cc1	-6%	0%	-2%
42	Cc1cccc(C)c1NC(=O)C(NC=O)c1ccc(Cl)cc1 (stereo not given)	7%	-6%	-1%
43	COC(=O)c1ccc(/C=N/NC(=O)CC(=O)NC2CCCCC2)cc1	0%	-5%	0%
44	O=C(N/N=C/c1ccc(Cl)c([N+](=O)[O-])c1)C1CC1	-15%	0%	1%
45	Cc1ccc(-c2nc(SCC(=O)Nc3cc(S(=O)(=O)N4CCCCC4)ccc3Cl)n[nH]2)cc1	1%	-4%	17%
46	C=CCC(O)(CCN1CCCCC1)c1ccccc1 (stereo not given)	-3%	1%	7%
47	Cc1ccc(NC(=O)C(=O)NCc2ccco2)c(C)c1	4%	5%	-4%
48	O=C(O)c1ccc(COc2ccc(Cl)cc2)o1	-7%	-3%	2%
49	CN1CCC2(CC1)NC(=O)NC2=O	8%	0%	-7%
50	CCOC(=O)c1nn(-c2ccccc2)c(C#N)c1NC(=O)c1nn(CC)cc1Br	-8%	nt	24%
51	CCOC(=O)C1=CN(Cc2ccco2)S(=O)(=O)N(C)C1c1ccc(C(F)(F)F)cc1 (stereo not given)	-18%	-10%	nt
52	O=S(=O)(c1ccc(F)cc1)N1CCN(c2ccccc2)CC1	-1%	-13%	nt
53	COc1ccc(NC(=O)C2CCCN(S(=O)(=O)c3ccccc3)C2)c(OC)c1 (stereo not given)	14%	-14%	0%
54	O=C(COn1nnc2ccc(C(F)(F)F)cc21)Nc1nnc(-c2ccccc2)o1	6%	-26%	13%
55	CC1CCC2C(=O)N(c3ccccc3OC(=O)c3ccccc3)C(=O)C2C1 (stereo not given)	1%	1%	4%
56	COc1ccc(C(=O)NCC(O)COc2ccc(C(C)(C)C)cc2)cc1[N+](=O)[O-] (stereo not given)	nt	-2%	-5%
57	CC(=O)Nc1ccc(NC(=O)C(C)OC(=O)C(C)SCC(=O)Nc2ccc(F)cc2)cc1 (stereo not given)	-14%	-3%	-1%
58	Cc1sc(NC(=O)CSc2nnc(N)s2)c(C#N)c1C	24%	-19%	-1%
59	O=C1CCC(=O)N1OCCCOc1ccccc1	-8%	-6%	2%
60	Cc1occc1C(=O)Nc1cc(C(F)(F)F)ccc1Cl	-13%	-13%	7%

(cont.)
No.	molecule	FEN1 inhibitor	KAT2A inh	N370S GC mod
61	N=c1ccn2c(n1)O[C@H]1[C@H](O)[C@@H](CO)O[C@H]12	5%	-2%&3%&-10%	-4%&-8%
62	O=C(NNC(=O)c1n[nH]c(=O)c2ccccc12)c1ccc(Br)cc1	2%	-16%	-3%
63	COc1ccc(OC)c(C2C(C(=O)c3ccco3)=C(O)C(=O)N2CCN2CCOCC2)c1 (stereo not given)	nt	-20%	-3%
64	O=C(NC[C@@H]1CC[C@@H](Cc2ccc(-c3ccccc3)cc2)O1)Nc1ccc(Br)cc1	0%	-14%	nt
65	O=C(Cc1ccccc1[N+](=O)[O-])NC1CCN(Cc2ccccc2)CC1	19%	3%	-16%
66	CCSc1nnc2c3cc(CC)ccc3n(C)c2n1	23%	-1%	-6%
67	COc1cccc(C2=NOC(C(=O)Nc3cccnc3)C2)c1 (stereo not given)	-2%	5%	6%
68	CCCn1c(C)cc(/C=C(\C#N)C(=O)OCC(=O)Nc2cccc(OC)c2)c1C	9%	5%	9%
69	Cc1cnc(C(=O)Nc2nc(-c3ccccc3)cs2)cn1	-6%	-3%	4%
70	O=C(NCc1ccccc1F)c1ccc(S(=O)(=O)Nc2cccc(C(F)(F)F)c2)cc1	-19%	-9%	14%
71	COc1c(Cl)cc(Cl)cc1C(=O)Nc1cccc(-c2nc3ccccc3o2)c1C	11%	5%	nt
72	CC1CN(c2oc(-c3cccs3)nc2C#N)CC(C)O1 (stereo not given)	11%	19%	?
73	N#C/C(=N\O)c1nc(-c2ccccc2)cs1	12%&4%	-1%&2%	6%&5%
74	Cc1ccccc1-n1ccnc1SCC(=O)O	-1%	-5%[0.501 µM]	4%
75	CCn1c(=O)c(C(=O)CN(C)Cc2cccc(OC)c2OC)c(N)n(Cc2ccccc2)c1=O	3%	-2%	-9%
76	CC1CCC(NC(=O)CCN2C(=O)C3CC=CCC3C2=O)CC1 (stereo not given)	3%	-11%	nt
77	COc1cc(OC)c(NC(=O)Cn2c(=O)cc(C(F)(F)F)c3c(C)nn(C)c32)cc1Cl	-2%	-2%	nt
78	CCN(CC)S(=O)(=O)c1ccc2c(c1)c(=O)c(C(=O)NCc1cccs1)cn2C	-1%	2%	13%
79	COc1ccccc1OCC(=O)Nc1cc(S(=O)(=O)N2CCCCC2)ccc1N1CCCCC1	9%	-11%	?
80	COc1cc2c(cc1OC)C(c1cccc([N+](=O)[O-])c1)NC(=O)C2 (stereo not given)	-16%	-27%	-22%
81	COc1ccc([N+](=O)[O-])cc1NS(=O)(=O)c1cc(C(=O)N2CCN(C)CC2)ccc1OC	1%	0%	nt
82	COc1ccc(NC(=O)CSc2ccccn2)c([N+](=O)[O-])c1	0%	-1%	4%
83	CCNC(=S)NNC(=O)c1ccc(S(=O)(=O)NCc2ccco2)cc1	9%	0%	nt
84	NC(=O)Nc1ccc(F)cc1	-2%	-10%	1%
85	Cc1ccc(C(=O)Nc2cccc(C(=O)O)c2)cc1S(=O)(=O)N1CCCCC1	10%	-7%	-22%[2.35 µM]
86	CCN1CCCC1CNS(=O)(=O)c1cc(Br)cc2c1N(C(=O)C1CC1)CC2 (stereo not given)	3%	-5%	26%
87	O=C1CN2NC(=S)N(c3ccccc3)C2=CN1c1ccc(Cl)cc1	-13%	-6%	-3%
88	O=C(c1cc(-c2cccs2)nc2ccccc12)N1CCN(CCO)CC1	-7%	-18%	?
89	CNC(=O)C(Sc1nc(C)nc2c1oc1ccccc12)C(C)=O (stereo not given)	-4%	-13%	2%
90	Cc1[nH]c(C(=O)N/N=C/c2ccc(N(C)C)cc2)c(C)c1C(=O)N/N=C/c1ccc(N(C)C)cc1	-5%	-14%	-5%

Part of the list above, reformatted.
#84 NC(=O)Nc1ccc(F)cc1
#80 COc1cc2c(cc1OC)C(c1cccc([N+](=O)[O-])c1)NC(=O)C2 (stereo not given)

entry no.	84	80
FEN1 inhibitor	-2%	-16%
KAT2A inh	-10%	-27%
N370S GC mod	1%	-22%

(listing goes on)
No.	molecule	FEN1 inhibitor	KAT2A inh	N370S GC mod
91	CC1(c2ccccc2Cl)NC(=O)N(CC(=O)N2CCN(S(=O)(=O)c3ccccc3)CC2)C1=O (stereo not given)	-2%	0%	1%
92	Cc1cccc(-n2c(C)cc(C=C3C(=O)c4ccccc4C3=O)c2C)c1	-7%	-12%	3%
93	CCN(C(=O)CSc1nc(-c2ccc(C(C)C)cc2)no1)c1cccc(C)c1	-15%	-10%	nt
94	COC(=O)c1cn(-c2ccccc2)nc1-c1ccc(OC)cc1	-27%	-20%	9%
95	CCCCC(=O)Nc1cccc(NC(=O)c2ccc(Br)o2)c1	-7%	-2%	16%
96	Cc1cc(C(=O)CCl)c(C)n1-c1ccon1	-6%	-7%	-1%
97	S=C(c1ccc(OCc2ccccc2)cc1)N1CCCC1	11%	-4%	2%
98	C=CCc1ccc(OCCCOc2ccc(C)c(C)c2)c(OC)c1	-5%	?	5%
99	Cc1[nH]c2ccc(C(=O)OC(C)C(=O)NC3(C#N)CCCCC3)cc2c1C (stereo not given)	4%	3%	-16%
100	COCCNCCCOc1ccc(Br)cc1Cl	3%	1%	-10%
101	COc1cccc(CNC(=O)CNC(=S)N(Cc2ccccc2)Cc2ccccc2F)c1	-16%	-11%	5%

Screen by screen, from the results shown.
FEN1 inhibitor, entries 91–95, in order: -2%, -7%, -15%, -27%, -7%

Three compounds already listed, ordered by their value in N370S GC mod, ascending:
nr | mol | N370S GC mod
87 | O=C1CN2NC(=S)N(c3ccccc3)C2=CN1c1ccc(Cl)cc1 | -3%
57 | CC(=O)Nc1ccc(NC(=O)C(C)OC(=O)C(C)SCC(=O)Nc2ccc(F)cc2)cc1 (stereo not given) | -1%
78 | CCN(CC)S(=O)(=O)c1ccc2c(c1)c(=O)c(C(=O)NCc1cccs1)cn2C | 13%

An excerpt; rates above refer to the full screens.
